# NRP1-CendR mod – modulators of CendR peptide binding to human neuropilin-1. 360,000 compounds, 0.85% hits. O14786. inhibition, % at 25 µM. AID 602438. FAM-RPARPAR peptide binding to NRP-1, fluorescence polarization;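 active = inhibition or corrected inhibition above about 18%, plus a signal ratio from 0.5 to 1.5, limit read from the data, passing the limit was not always enough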; note: strong numbers were not always called active
# TbMetRS inhib – Trypanosoma brucei MetRS inhibition; 360,000 compounds, 0.4% hits; purified T. brucei MetRS, ATP depletion, Kinase-Glo luminescence; inhibition, % at 11.9 µM;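 active = inhibition above a per-plate cutoff of the control wells' mean inhibition plus 3 SD, cut at about 5.5% in these data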;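 note: 0% = DMSO wells median and 100% = median of wells with control inhibitor compound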
#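 System: purified T. brucei MetRS enzyme / Detection: Kinase-Glo luciferase luminescence reporting remaining unconsumed ATP / Medium: HEPES buffer with MgCl2, KCl, DTT, spermine, BSA, pyrophosphatase / Replication: singlicate, one well per compound / Evaluation: percent inhibition relative to median high and low control wells / Schedule: 2 h aminoacylation at 25 °C after 15 min preincubation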
# bovine MsrA act – activators of bovine methionine sulfoxide reductase A; purified bovine MsrA, absorbance read-out; activation, % at 10.6 µM; 360,000 compounds, 0.3% hits; in the data active = activation above about 7.5%;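 note: 0% = vehicle and 100% = reference activator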
# PABP1 MLLE inh – blocks PAM2 peptide binding to the PABP1 MLLE domain; P11940; GST-MLLE / FITC-PAM2 fluorescence polarization; 360,000 compounds, 0.36% hits; AID 588489; inhibition, % at 20 µM; in the data active = inhibition above about 35%, passing the limit was not always enough;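 note: plate controls were DMSO wells with GST-MLLE for no effect and wells lacking GST-MLLE protein for full effect; some results filed as inactive read as strong as hits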
# SKN-1 block – blocks SKN-1 activity in C. elegans. AID 624304. 360,000 compounds, 0.49% hits. inhibition, % at 21.8 µM. C. elegans VP596 Pgst-4::GFP/RFP ratio, acrylamide-induced, 24 h;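 active = interference check ratio from 0.5 to 1.5 plus GFP to RFP signal ratio inhibition reaching or exceeding a fixed threshold, cut at about 30% in these data, passing the limit was not always enough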; note: some compounds called inactive have numbers as strong as hits
# FAS-TE inh – blocks the thioesterase domain of human fatty acid synthase. inhibition, % at 15 µM. AID 602261. recombinant FAS-TE, OMFH fluorogenic substrate, fluorescence endpoint. 360,000 compounds, 0.67% hits;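 active = compounds whose normalised, plate-corrected inhibition of enzyme fluorescence in the single-dose primary screen is 50% or more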;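 note: 0% = DMSO with enzyme and 100% = substrate without enzyme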
# Target sequence (P49327 whole entry, looked up, the tested form may be a part): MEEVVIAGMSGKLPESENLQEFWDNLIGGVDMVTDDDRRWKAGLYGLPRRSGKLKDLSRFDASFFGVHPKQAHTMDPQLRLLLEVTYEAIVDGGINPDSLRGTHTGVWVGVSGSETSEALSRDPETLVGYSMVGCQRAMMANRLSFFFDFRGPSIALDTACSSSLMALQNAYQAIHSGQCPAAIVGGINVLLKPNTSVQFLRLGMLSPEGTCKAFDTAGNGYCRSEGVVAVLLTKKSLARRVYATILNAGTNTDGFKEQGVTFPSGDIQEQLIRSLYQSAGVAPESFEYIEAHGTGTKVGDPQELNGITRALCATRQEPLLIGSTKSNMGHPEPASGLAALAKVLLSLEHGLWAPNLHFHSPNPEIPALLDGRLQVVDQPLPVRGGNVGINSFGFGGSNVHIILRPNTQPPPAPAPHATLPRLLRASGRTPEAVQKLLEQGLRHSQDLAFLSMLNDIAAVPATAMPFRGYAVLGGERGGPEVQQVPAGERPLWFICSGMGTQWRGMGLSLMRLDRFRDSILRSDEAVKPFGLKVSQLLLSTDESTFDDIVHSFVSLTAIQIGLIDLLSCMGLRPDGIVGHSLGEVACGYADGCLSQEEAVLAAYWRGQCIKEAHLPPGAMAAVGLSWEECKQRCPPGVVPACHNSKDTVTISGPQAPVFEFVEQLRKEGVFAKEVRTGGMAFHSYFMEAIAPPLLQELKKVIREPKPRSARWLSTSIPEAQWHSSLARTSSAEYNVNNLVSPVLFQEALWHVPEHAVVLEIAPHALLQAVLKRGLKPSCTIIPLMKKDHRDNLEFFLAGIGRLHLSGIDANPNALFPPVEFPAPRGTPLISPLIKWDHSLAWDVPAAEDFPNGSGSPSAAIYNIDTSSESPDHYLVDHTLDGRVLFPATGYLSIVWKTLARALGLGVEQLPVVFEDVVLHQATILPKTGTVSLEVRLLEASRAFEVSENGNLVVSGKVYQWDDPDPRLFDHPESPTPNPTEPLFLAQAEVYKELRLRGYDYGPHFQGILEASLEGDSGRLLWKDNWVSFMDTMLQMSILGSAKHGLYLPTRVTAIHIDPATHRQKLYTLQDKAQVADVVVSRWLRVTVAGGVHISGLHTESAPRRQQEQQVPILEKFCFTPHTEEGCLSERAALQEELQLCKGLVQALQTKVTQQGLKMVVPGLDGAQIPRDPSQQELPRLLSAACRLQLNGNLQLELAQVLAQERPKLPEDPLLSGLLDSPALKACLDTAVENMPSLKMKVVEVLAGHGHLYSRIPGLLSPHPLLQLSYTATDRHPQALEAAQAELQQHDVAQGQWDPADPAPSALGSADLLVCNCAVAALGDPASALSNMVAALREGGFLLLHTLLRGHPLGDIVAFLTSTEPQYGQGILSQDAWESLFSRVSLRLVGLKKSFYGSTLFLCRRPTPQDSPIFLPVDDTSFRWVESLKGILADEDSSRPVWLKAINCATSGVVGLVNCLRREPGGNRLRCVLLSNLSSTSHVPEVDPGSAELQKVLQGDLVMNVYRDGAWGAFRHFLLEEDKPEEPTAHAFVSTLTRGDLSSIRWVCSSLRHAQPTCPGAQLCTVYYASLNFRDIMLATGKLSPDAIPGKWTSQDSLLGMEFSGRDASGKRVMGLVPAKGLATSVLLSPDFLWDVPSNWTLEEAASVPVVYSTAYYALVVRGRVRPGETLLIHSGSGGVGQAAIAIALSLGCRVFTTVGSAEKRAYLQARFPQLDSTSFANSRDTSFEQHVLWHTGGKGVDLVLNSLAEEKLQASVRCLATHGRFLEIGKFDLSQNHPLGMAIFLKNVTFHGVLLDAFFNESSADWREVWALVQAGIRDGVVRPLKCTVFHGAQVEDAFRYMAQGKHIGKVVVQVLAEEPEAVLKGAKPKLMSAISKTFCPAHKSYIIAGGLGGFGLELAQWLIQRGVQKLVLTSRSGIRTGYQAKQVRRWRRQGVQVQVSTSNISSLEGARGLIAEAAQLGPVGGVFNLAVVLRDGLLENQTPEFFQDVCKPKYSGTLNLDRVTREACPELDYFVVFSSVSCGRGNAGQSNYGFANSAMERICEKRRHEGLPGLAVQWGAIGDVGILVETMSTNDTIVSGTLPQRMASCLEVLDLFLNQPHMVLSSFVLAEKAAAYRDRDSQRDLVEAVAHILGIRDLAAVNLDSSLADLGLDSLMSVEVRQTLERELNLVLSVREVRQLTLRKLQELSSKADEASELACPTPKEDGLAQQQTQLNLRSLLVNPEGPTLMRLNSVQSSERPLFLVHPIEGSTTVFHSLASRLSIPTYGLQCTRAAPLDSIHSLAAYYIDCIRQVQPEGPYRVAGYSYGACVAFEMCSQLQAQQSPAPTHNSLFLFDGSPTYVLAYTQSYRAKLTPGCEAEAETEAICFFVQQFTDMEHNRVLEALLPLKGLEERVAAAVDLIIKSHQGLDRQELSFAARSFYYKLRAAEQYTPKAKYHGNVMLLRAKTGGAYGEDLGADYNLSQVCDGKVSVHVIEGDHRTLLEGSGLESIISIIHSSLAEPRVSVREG
# eLon inh – inhibits E. coli Lon protease; P0A9M0; inhibition, % at 7.94 µM; purified E. coli Lon protease, fluorescence polarization; 360,000 compounds, 0.42% hits; in the data active = inhibition above about 13%, passing the limit was not always enough;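 note: 0% = enzyme with probe and DMSO and 100% = no enzyme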
# MT1-MMP act inh – inhibitors of human MT1-MMP activation; 360,000 compounds, 0.061% hits; P50281; HT1080 RFP-PRO-GFP cells, GFP/RFP ratio fluorescence, overnight; percent of plate control window, DMSO zero; GFP/RFP ratio change, % at 20 µM; AID 651647;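 active = GFP/RFP ratio change of at least 30% with cell ATP level not reduced by more than half and red fluorescence within 50% of control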; note: strong numbers were not always called active
#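 Assay system: HT1080 RFP-PRO-GFP cells | Dosing: 20 µM single dose, 1% DMSO | Incubation: Cells overnight before dosing, compound overnight, 37 °C, 5% CO2 | Evaluation: GFP/RFP fluorescence ratio | Control set: DMSO-only wells and HT1080 RFP-L50D-GFP cell wells as references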
# MsrA inhibitor – inhibitors of bovine MsrA; purified bovine MsrA, absorbance read-out; inhibition, % at 15.5 µM; 360,000 compounds, 0.75% hits; AID 651718; in the data active = inhibition above about 4.5%;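 note: 0% = vehicle wells with enzyme and 100% = reference inhibitor wells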
# * hit, by the source's call; . = no result given.
SMILES,NRP1-CendR mod,TbMetRS inhib,bovine MsrA act,PABP1 MLLE inh,SKN-1 block,FAS-TE inh,eLon inh,MT1-MMP act inh,MsrA inhibitor
c1cn2cc(-c3ccc(CN4CCOCC4)cc3)ccc2n1,6,-0.3,-2,-9,8,-10,-6,3,-0.4
Cc1noc(C)c1COc1ccc(C(=O)N2CCCC(C(N)=O)C2)cc1 (stereo not drawn),15,0.1,-2,19,-3,-2,-10,4,0.1
O=C(CN1C(=O)NC2(CCCC2)C1=O)N1CCN(S(=O)(=O)c2ccccc2F)CC1,8,-0.5,-4,-18,24,-4,3,-3,-0.1
CCOC(=O)C1=C(C)N(CC)C(=S)NC1c1ccc(Cl)cc1 (stereo not drawn),-5,0.5,-3,-19,10,11,4,-5,2.0
CC(C)NS(=O)(=O)c1ccc(NC(=O)NC2CCCCC2)cc1,3,-1.1,-7,-2,9,-10,-2,5,-0.6
CCOC(=O)/C(CCC[N+](C)(CC)CC)=N\O,-4,-1.3,-10,-130,-8,-12,13,1,-0.9
Cc1cc(CNC(=O)CC2C(=O)NCCN2Cc2ccc(-c3ccccc3)cc2)nn1C (stereo not drawn),18,-0.8,-6,8,7,-2,2,1,0.1
Cn1c(NCCN2CCCC2)nc2cc(-c3cccc(C(F)(F)F)c3)sc2c1=O,-4,-0.4,-4,-6,30,-8,-8,0,.
O=C(CN1C(=O)NC2(CCCC2)C1=O)N1CCN(C(=O)c2ccco2)CC1,-26,-0.4,0,12,-3,-8,-6,-1,1.3
N#CC(c1ccccc1O)N1N=C(c2ccccc2)CC1c1ccccc1 (stereo not drawn),2,-0.8,-6,-7,5,33,2,5,2.8
Cn1c(C(=O)N(Cc2ccccc2)Cc2ccccn2)cc2sccc21,-15,-0.4,1,0,10,9,-4,-3,-0.1
COc1ccc(CN(C)CC(=O)N2CCc3ccccc3C2)cc1,14,0.1,5,0,13,-1,-2,0,2.1
O=C(O)CCN1C(=O)c2ccc(NC(=O)CCc3ccccc3)cc2C1=O,16,0.4,-4,13,-1,-5,-15,-4,0.1
Nc1ncnc(Nc2cc(Cl)cc(Cl)c2)c1[N+](=O)[O-],-5,-1.0,-6,4,15,-8,-13,3,-0.4
CCS(=O)(=O)c1nc2ccccc2n1CC(=O)N1CCOCC1,-1,-0.5,-1,-1,7,-4,-7,1,0.2
CN1CCN(CCNC(=O)c2ccc(CS(=O)c3ccc(Br)cc3)o2)CC1 (stereo not drawn),-18,-0.1,0,0,2,-6,0,-1,-0.4
Nc1ccc(S(=O)(=O)N2CCCC2)cc1Cl,6,-1.1,-10,-4,13,-1,7,2,-0.5
O=C(NCC(O)CO)c1ccc2[nH]c3ccccc3c2c1 (stereo not drawn),0,-0.1,4,-5,15,-5,-10,4,0.0
Cc1cccc(NC(=S)NC(=O)c2ccco2)c1C,16,-0.3,-3,34,11,1,-10,4,-0.5
COC(=O)CSc1nc(-c2ccccc2)nc2ccccc12,4,0.0,0,-13,0,38,-1,3,-0.1
CSCCC(NC(=O)c1ccccc1Cl)C(=O)NNC(=O)c1csc(N2CCOCC2)n1 (stereo not drawn),2,-0.5,-3,-4,12,-4,1,0,1.1
Cc1noc(C)c1COc1ccc(C(=O)NNC(=O)c2ccccc2)cc1,18,-0.2,-4,-11,14,-5,-6,-5,-0.5
CC(C)COc1ccc(C(=O)N2C(=O)c3ccc(N)cc3C2=O)cc1,8,-0.6,0,-4,-5,-2,8,1,0.7
S=c1[nH]nc(C2CCCCC2)n1/N=C/c1cccc(Br)c1,3,0.0,-1,-113,-6,2,-1,1,1.0
C[C@]12c3[nH]c4ccc(Cl)cc4c3CCN1C(=O)[C@@H](CC(=O)NCc1ccco1)C[C@@H]2C(=O)N1CCOCC1,-5,-0.6,0,14,-2,-3,-4,2,0.3

# Brought forward from above: 3 compounds, then new ones.
SMILES,NRP1-CendR mod,TbMetRS inhib,bovine MsrA act,PABP1 MLLE inh,SKN-1 block,FAS-TE inh,eLon inh,MT1-MMP act inh,MsrA inhibitor
CC(C)COc1ccc(C(=O)N2C(=O)c3ccc(N)cc3C2=O)cc1,8,-0.6,0,-4,-5,-2,8,1,0.7
S=c1[nH]nc(C2CCCCC2)n1/N=C/c1cccc(Br)c1,3,0.0,-1,-113,-6,2,-1,1,1.0
C[C@]12c3[nH]c4ccc(Cl)cc4c3CCN1C(=O)[C@@H](CC(=O)NCc1ccco1)C[C@@H]2C(=O)N1CCOCC1,-5,-0.6,0,14,-2,-3,-4,2,0.3
O=C(Nc1ccc(S(=O)(=O)Nc2ncccn2)cc1)C1=COCCO1,-35,-0.6,-9,-6,1,-10,-5,-2,1.7
O=C(NC1CCS(=O)(=O)C1)c1ccc(S(=O)(=O)N2CCCC2)cc1 (stereo not drawn),11,-0.5,-6,-3,6,-3,5,-1,-1.0
Cc1ccc(C2=NN(CC(=O)NCc3ccccn3)C(=O)CC2)cc1,6,-0.7,-3,-6,6,-7,-7,0,-1.0
CCOC(=O)c1c(-c2ccccc2)csc1NC(=O)c1cccc(N2C(=O)CCC2=O)c1,2,-0.4,4,8,3,17,-14,0,-0.1
O=C(N/N=C/c1ccnc2ccccc12)c1ccccc1O,5,1.6,-1,-9,14,-8,11,5,5.6*
COc1ccccc1-c1c(NC(=O)C(C)C)n(C)c2ccccc2c1=O,-5,-0.1,-4,-9,-1,-2,-3,-1,0.1
Nc1ccccc1C(=O)N=Nc1[nH]c(N)c2ccccc12,-8,-0.5,-5,-1,-4,-14,3,4,5.4*
Cc1cccc(NC(=O)CN2C(=O)S/C(=C\c3ccc(O)c([N+](=O)[O-])c3)C2=O)c1,-1,2.4,-3,-2,3,7,6,8,4.3
O=C1c2ccccc2S(=O)(=O)c2cc(N3CCN(c4ccccn4)CC3)ccc21,-9,-0.3,1,-9,-5,13,-9,-1,-0.3
Nc1cc(N)cc(Cc2ccccc2)c1,80,-0.3,-1,-3,-2,6,-33,6,-1.2
O=C1Nc2cc(C(=O)N3CCN(c4ccccn4)CC3)ccc2S/C1=C\c1ccccc1,1,-0.1,4,8,0,23,14,-1,0.5
Nn1c(SCc2ccc([N+](=O)[O-])cc2)nc2ccccc2c1=O,1,-1.0,-7,-18,12,32,3,-1,0.0
COC(=O)NNC(=O)COc1ccc(Br)c(C)c1,-3,1.0,4,0,5,-8,-14,3,-0.9
O=C(NC(=S)NCCc1ccccc1)c1ccccc1,-11,0.7,-2,24,-6,20,-1,2,.
COc1cc(N/N=C/c2ccc(N(C)C)cc2)ncn1,5,-0.1,-4,-13,4,-1,-2,2,4.2
COc1ccc(/C=N/Nc2nc(-c3cccnc3)nc3ccccc23)cc1OC,6,-1.2,-3,-9,-4,-2,-1,-12,1.4
COc1ccc(-c2csc(C(NC(C)=O)c3cccc(OC)c3)n2)cc1 (stereo not drawn),-7,-0.2,-7,-2,-7,1,3,-1,-0.4
COC(=O)c1ccc(NC(=S)Nc2ccccn2)cc1,24,-0.6,-5,23,7,0,10,-2,0.8
COc1cccc(C(=O)COc2ccccc2-c2ccccc2)c1,-11,0.4,-4,4,-3,36,-8,-1,-0.3
O=C1C=C(c2ccc(CO)cc2)C[C@@H](c2ccc3c(c2)OCO3)C1,-4,0.4,-3,-8,-8,-3,8,4,2.4
C[n+]1cccc(C(=O)[O-])c1,2,-1.3,-7,11,-6,-6,1,1,-0.6
CC1=C(C(=O)OCc2ccc3c(c2)OCO3)C(c2ccc(F)cc2)NC(=O)N1 (stereo not drawn),-1,0.1,-1,-6,7,5,-1,-29,0.7
COc1ccc(C(=O)N2CCCC(c3nc(-c4ccc(OC)c(OC)c4)no3)C2)c(OC)c1 (stereo not drawn),-6,0.3,-1,-2,8,-6,-2,3,0.7
Cc1ccc(OCC(O)Cn2c(N3CCCCC3)nc3c2c(=O)[nH]c(=O)n3C)cc1C (stereo not drawn),9,-0.5,1,8,6,0,1,3,-0.2
COc1cccc(NC(=O)Nc2nnc(Cc3ccc(OC)c(OC)c3)s2)c1,-2,-0.6,-1,5,1,2,-3,5,-0.2

# Later entries
SMILES,NRP1-CendR mod,TbMetRS inhib,bovine MsrA act,PABP1 MLLE inh,SKN-1 block,FAS-TE inh,eLon inh,MT1-MMP act inh,MsrA inhibitor
CCN1C(=NCCc2ccc(Br)cc2)N[C@@H](c2ccccc2)[C@H](C(=O)OC)[C@H]1C,-1,0.2,4,-84,2,3,-1,-4,-0.4
CC1CCN(S(=O)(=O)c2ccc3c(c2)N(CC(=O)NCCCN2CC(C)CC(C)C2)C(=O)CS3)CC1 (stereo not drawn),7,-0.7,-3,-9,2,-3,2,0,-0.3
CCC(=O)Nc1ccc(Oc2ccc(NC(=O)CC)c(NC(=O)CC)c2)cc1,-8,-0.5,-2,-5,9,-3,0,2,0.7
O=C(NNC(=O)C(c1ccccc1)c1ccccc1)c1cccs1,-8,-0.6,1,-14,-19,-6,-9,2,-0.5
Fc1ccc(Oc2nc(-c3ccccn3)nc3ccccc23)cc1,-8,-0.4,-6,2,11,6,2,-6,1.2
COc1cc(-c2c(NC(=O)c3ccco3)oc3ccccc3c2=O)cc(OC)c1OC,1,-0.5,-4,1,2,-4,8,3,2.4
COc1cc(N2CCOCC2)ncn1,6,0.0,-3,0,-3,-8,-3,1,0.3
CC(=O)c1c(O)cc(O)cc1O,-2,-2.3,-7,-8,-1,-4,-4,-3,1.1
Cc1ccc(-c2ccc(=O)n(CC(=O)NCC3COCCO3)n2)cc1 (stereo not drawn),-5,-0.3,-1,-4,0,-5,-9,2,-0.4
CC(C)(C)c1ccc(C2=CSC3=NCCN23)cc1,-11,-0.7,-1,10,48*,-121,0,-5,0.1
O=C(Nc1nnc(SCc2c(Cl)cccc2Cl)s1)C1CCCO1 (stereo not drawn),2,-0.6,-8,9,0,0,7,-1,-1.0
CC(CN1CCN(C)CC1)OC(=O)c1ccc(Cl)cc1 (stereo not drawn),-6,-0.6,-4,2,-9,-7,-4,4,0.5
COC(=O)/C=C/c1ccc2c(c1)OCO2,7,-0.9,-5,1,-1,-1,0,0,1.9
O=C(CCCn1c(=S)[nH]c2ccsc2c1=O)NC1CCCCC1,3,0.2,1,-3,13,1,-2,-2,-0.1
Cc1ccc2nc(CCCc3nc4ccc(C)cc4[nH]3)[nH]c2c1,-13,0.9,-5,-36,9,-6,7,14,2.5
COC(=O)[C@]12CCCCC=C1N(CCC1=CCCCC1)C(=O)[C@H](CC(=O)N1CCOCC1)C2,6,-0.9,0,.,2,-9,3,-1,-2.4
COc1ccc(NC(=S)N2CCN(C)CC2)cc1,7,-0.5,-2,14,-2,-5,0,1,1.5
O=C1[C@@H]2[C@H](C(=O)N1Cc1cccnc1)[C@H]1C=C[C@@H]2C1,3,-0.6,-2,4,5,-8,2,-5,1.2
O=c1cc(SCc2ccccc2)nc[nH]1,11,0.1,-3,-1,2,-7,-6,2,0.4
COc1cc(/C=N\NC(=O)CNC(=O)C2COc3ccccc3O2)ccc1O (stereo not drawn),2,0.1,-7,-5,-2,-9,-6,2,-0.1
Cc1ccc(C)c(OCCC(=O)OCC(=O)N(C)c2c(N)n(Cc3ccccc3)c(=O)[nH]c2=O)c1,-3,0.0,-7,12,-8,-3,7,-4,-1.2

# Random draw from the library; about 4% have a hit in one of these screens.
